MOR-DOR ag – OPRM1-OPRD1 heterodimerization agonism | 0.3% of 340,000 active | P35372+P41143 | cells, luminescence | activation, % at 9.3 µM; in the data active means activation above about 18%;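 further: 0% = vehicle-treated cells and 100% = reference agonist; values of inactives mirror those of a sister screen read the other way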
phage Ecoli inh – E. coli growth loss with phage present; inhibition, % at 11.9 µM; 0.26% of 360,000 active; growth absorbance; AID 651602; in the data active means inhibition above about 11%
AddAB inh – less growth of phage-infected E. coli with AddAB; E. coli expressing H. pylori AddAB, absorbance growth; inhibition, % at 11.9 µM; 0.29% of 330,000 active; in the data active means inhibition above about 12%;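 further: 0% = vehicle wells of infected cells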
PfHsp90 yeast 2 – growth inhibition of yeast expressing Plasmodium Hsp90 | S. cerevisiae expressing PfHsp90, BacTiter-Glo ATP, 48 h; yeast lacking PDR1 and PDR3 efflux regulators | inhibition, % at 9.4 µM | 0.32% of 310,000 active | AID 504621;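 active means every replicate shows inhibition above about 80%, whatever the replicate mean, limit read from the data; inconclusive means mean inhibition reaches the set limit but some replicate falls short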;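 further: 0% = DMSO neutral controls and 100% = 20 µM radicicol positive controls; yeast relying on Plasmodium falciparum Hsp90 in place of its own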
Mot1-301 SUMO – blocks SUMOylation pathway, rescuing yeast Mot1-301 growth. S. cerevisiae Mot1-301 growth rescue, ATP luminescence, 38.5C; percent above DMSO median, 100 means doubled. growth rescue, % at 18.8 µM. 1% of 320,000 active. AID 2716;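 active means every valid replicate shows activation above 250% relative to neutral control wells; inactive means the rest, any valid replicate at or below 250%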;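 further: OY570 slx delta 5 strain wells were the positive control but not used for scaling; some compounds called inactive have numbers as strong as hits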
MOR-DOR inv ag – inverse agonists of human mu-delta opioid receptor heterodimerization | 0.21% of 340,000 active | P35372+P41143 | inhibition, % at 9.3 µM | cell-based MOR-DOR heterodimer luminescence, inverse agonism; in the data active means inhibition above about 22%, passing the limit was not always enough;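 further: 0% = cells with DMSO and 100% = wells without cells with DMSO; values of inactives mirror those of a sister screen read the other way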
E coli growth – bacterial growth inhibition, counter-screen for AddAB inhibitors | E. coli V3065 growth, OD600 absorbance, 18 h | 0.27% of 330,000 active | inhibition, % at 11.9 µM;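 active means inhibition above the campaign's mean inhibition across all tested compounds plus 3 SD, cut at about 9.9% in these data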;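 further: uninfected addAB+ strain grown without phage in ampicillin broth; 0% = DMSO wells and 100% = ciprofloxacin 0.95 µg/ml wells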
PKA-R1A act – activators of PKA-R1A complex; AID 504707; P00514+P68181; 0.083% of 340,000 active; PKA-R1A dissociation, Cy5-IP20 fluorescence polarization; scaled: DMSO 0%, 113 µM cGMP 100%; activation, % at 11.4 µM;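 active means percent activation above the mean of all tested compounds plus 3 SD, cut at about 19% in these data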;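 further: higher means more PKAc released from R1A so a rise in polarization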
Pemphigus Ab inh – human desmoglein-3 autoantibody binding inhibition; AID 588358; 0.48% of 310,000 active; DSG3-coupled beads, scFv-anti-DSG3-GFP binding, flow cytometry; hits give low values; binding (percent of control), % at 10 µM;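 active means binding more than 3 SD below its plate's average and above zero; inconclusive means below that plate limit but binding exactly zero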;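 further: hits lower antibody fragment binding to DSG3; some compounds called inactive have numbers as strong as hits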
Target sequence (P32926 whole entry, looked up, the tested form may be a part): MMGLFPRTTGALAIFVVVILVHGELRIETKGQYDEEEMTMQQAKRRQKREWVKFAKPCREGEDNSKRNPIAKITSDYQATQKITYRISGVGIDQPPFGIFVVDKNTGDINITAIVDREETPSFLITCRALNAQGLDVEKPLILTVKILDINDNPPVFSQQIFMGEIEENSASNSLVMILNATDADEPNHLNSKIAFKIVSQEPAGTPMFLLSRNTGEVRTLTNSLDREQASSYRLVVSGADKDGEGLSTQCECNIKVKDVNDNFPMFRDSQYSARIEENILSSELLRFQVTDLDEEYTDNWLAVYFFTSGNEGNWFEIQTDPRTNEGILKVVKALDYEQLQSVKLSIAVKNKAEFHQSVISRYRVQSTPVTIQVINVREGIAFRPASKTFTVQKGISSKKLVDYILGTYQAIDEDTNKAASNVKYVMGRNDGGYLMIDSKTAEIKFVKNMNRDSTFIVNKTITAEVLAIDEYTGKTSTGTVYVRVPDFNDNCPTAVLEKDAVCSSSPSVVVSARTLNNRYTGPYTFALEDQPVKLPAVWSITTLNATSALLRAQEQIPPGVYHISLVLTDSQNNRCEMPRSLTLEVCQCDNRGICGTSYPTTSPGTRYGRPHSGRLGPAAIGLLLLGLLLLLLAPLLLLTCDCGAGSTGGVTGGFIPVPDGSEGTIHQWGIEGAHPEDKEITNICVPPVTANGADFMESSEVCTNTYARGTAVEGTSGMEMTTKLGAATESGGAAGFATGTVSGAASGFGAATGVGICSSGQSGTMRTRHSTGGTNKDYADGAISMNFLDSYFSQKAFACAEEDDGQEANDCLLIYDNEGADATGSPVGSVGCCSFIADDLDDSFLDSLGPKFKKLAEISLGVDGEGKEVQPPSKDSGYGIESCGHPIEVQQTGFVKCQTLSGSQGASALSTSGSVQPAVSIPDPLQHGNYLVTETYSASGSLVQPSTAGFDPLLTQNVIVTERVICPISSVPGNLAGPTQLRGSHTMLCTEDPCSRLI
Arr AP2 block – inhibitors of human beta-arrestin and AP2 interaction; FITC-arrestin peptide / GST-AP2 beads, flow cytometry; AP2 beta2 appendage carries R879A mutation; inhibition, % at 10 µM; 0.31% of 340,000 active; AID 504490;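 active means inhibition above a set limit, near 3 SD of compounds lacking own fluorescence, cut at about 54% in these data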;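 further: plate controls were DMSO wells for no effect and 5 µM unlabelled arrestin peptide for full effect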
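System: GST-AP2 R879A glutathione beads; medium: PBS, Tween 20 0.05%, BSA 0.1%; reagent: fluorescein-tagged arrestin peptide at 50 nM final; schedule: pre-incubation 12 min, peptide binding 1 h, room temperature; detection: flow cytometry, FL1 (488/535 nm); read-out: inhibition as reduced fluorescein signal on beads, percent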
Tat export inh – E. coli Tat transport inhibition | inhibition, % at 10 µM | 0.036% of 340,000 active | E. coli MC4100 TorA-mCherry Tat export, fluorescence | AID 488895;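 active means mean replicate inhibition at least 50% and at least half of replicates individually reaching 50%; inconclusive means only one of the two criteria met; inactive means neither criterion met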;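 further: exported cargo escapes ClpAP degradation while cytoplasmic cargo is degraded and loses fluorescence; 0% = median of neutral control wells and 100% = median of NaSCN control wells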
The depositor's hits bear a star; ? = inconclusive; . = no result given. Rows were taken by chance. Share with any hit: about 2.8%.

Below each SMILES: MOR-DOR ag	phage Ecoli inh	AddAB inh	PfHsp90 yeast 2	Mot1-301 SUMO	MOR-DOR inv ag	E coli growth	PKA-R1A act	Pemphigus Ab inh	Arr AP2 block	Tat export inh
CCOC(=O)N1CCN(C(=O)CSc2nnc(-c3ccccc3OC)o2)CC1
    0.6	1.8	5.6	-13	2	-4	0.7	10	105	0	9
O=S(=O)(Nc1ccc2c(c1)nc1n2CCN(Cc2ccccc2)C1)c1ccccc1
    .	0.6	0.2	.	-6	.	0.2	-6	.	16	2
O=C(CCCC(=O)N(c1ccc(F)cc1)C(C(=O)NC1CCCC1)c1ccc(O)cc1)Nc1ccccn1 (stereo not drawn)
    0.1	-1.1	-0.5	-19	-10	-1	1.1	-2	.	6	9
O=S(=O)(c1cccc(F)c1)N1CCN(C(=S)NCC2CCCO2)CC1 (stereo not drawn)
    -4.6	-2.1	-2.3	15	1	15	-0.9	-4	108	21	3
Cc1ccccc1CN1C(=O)[C@@H]2Cc3c([nH]c4ccccc34)C(C)(C)N2C1=O
    1.7	4.1	1.3	37	-4	-9	-0.7	8	98	5	-5
C=CCOc1ccc(/C=C2/C(=N)N3N=C(CC(=O)N4CCCC4)SC3=NC2=O)cc1OC
    0.0	2.2	0.1	6	-5	0	0.1	-5	.	22	-1
COc1ccc(CC(=S)N2CCOCC2)cc1
    -0.9	3.3	1.7	3	-17	6	1.5	-9	99	6	0
CCCCN(C)CCCN1C(=O)C2C(C(=O)Nc3cccc(OC)c3)C3C=CC2(O3)C1C(=O)NC1CCCCC1C (stereo not drawn)
    1.1	1.7	3.0	3	-2	-9	0.1	-11	111	28	0
O=c1onc(-c2cccs2)n1Cc1ccccc1
    -2.1	2.4	1.8	.	-2	13	1.1	6	.	-5	8
CC(=O)NC1(C(F)(F)F)C(=O)Nc2c1c(=O)[nH]c(=O)n2-c1ccccc1 (stereo not drawn)
    -3.7	0.3	0.1	22	12	20	-0.7	-10	97	9	-2
CCc1ccc2nc(NC(=O)Cn3cnc4ccccc4c3=O)sc2c1
    0.7	3.3	-0.1	26	61	-4	-1.3	-6	98	-2	3
O=C(Nc1ccccc1)O/N=C1/CCCc2occc21
    -1.4	2.5	4.8	11	-11	7	0.2	-4	103	16	-6
Cc1ccccc1-n1c(SCC(=O)N2CCOCC2)nc(O)cc1=O
    -2.4	2.5	-0.3	-10	9	13	1.3	-6	.	-1	-2
Cc1cc(C)nc(-n2nc(C)c(Sc3ccc(F)cc3)c2N)n1
    -2.5	0.1	-0.9	-20	-1	14	-4.3	3	105	15	3
Cc1cc(C(F)(F)F)nc(NCc2ccc(F)cc2)n1
    2.9	1.4	0.7	.	-5	-17	-0.8	-5	101	25	-12
Cc1ccc(NC(=O)CN(C)Cc2ccc(F)cc2)c([N+](=O)[O-])c1
    1.6	0.4	-0.7	-15	-5	-8	-0.5	9	93	9	10
Nc1cc(C(=O)N/N=C/c2cccc([N+](=O)[O-])c2)n[nH]c1=O
    -0.2	2.0	1.4	-11	220	1	1.4	-15	114	-2	33
COc1ccc(CC(=O)OCC(=O)NCC2CCCO2)cc1OC (stereo not drawn)
    -2.5	7.5	2.1	-8	-4	10	-0.3	2	.	-2	0
COc1ccccc1Nc1nc2nonc2[nH]c1=O
    0.9	6.9	2.9	-30	-3	-7	0.5	-2	98	1	-8
COc1ccc(C(=O)N/N=C(\N)c2cc3ccccc3oc2=O)cc1
    -1.8	3.4	1.5	-9	57	11	-3.0	-13	.	-1	5
N/C(=N\OC(=O)COc1ccc(Cl)cc1Br)c1cccnc1
    -1.4	4.1	2.4	-12	7	8	-0.6	-11	101	3	7
CC(=O)c1cccc(NC(=O)CN2CCc3cc4c(cc3C2C)OCCCO4)c1 (stereo not drawn)
    0.5	1.2	5.1	17	115	-3	-0.8	-4	.	-15	0
Cn1c(CC(=O)Nc2ccccc2F)nnc1SCC(=O)Nc1nccs1
    2.6	1.7	-1.5	9	-1	-18	0.4	-11	.	7	10
CCCCOc1ccc(/C=C/C(=O)OCC(=O)NC(=O)NCC(C)C)cc1OCC
    0.1	2.2	3.0	-22	-2	-1	-4.7	-4	103	-7	-3
C/C(=N\N1CCN(c2ccc(Cl)cc2)CC1)c1cccs1
    0.2	1.0	3.5	-10	282	-1	-2.0	-2	105	7	-3
COCCN1C2=C(COC(C)(C)C2)C(=S)NC1c1ccccc1 (stereo not drawn)
    -4.0	0.5	2.1	-9	-25	21	1.0	1	109	-5	-11
Cc1nc([N+](=O)[O-])cn1CC(=O)Nc1ccc2c(c1)OCO2
    -0.1	5.1	4.5	-10	0	1	3.6	-9	111	-5	-3
O=S(=O)(N[C@H]1C[C@@H](NS(=O)(=O)OCC(Cl)(Cl)Cl)C2CCCCC21)OCC(Cl)(Cl)Cl (stereo partly drawn)
    11	2.1	3.7	15	-12	-63	-0.7	3	105	1	?
Cn1ccnc1C(O)c1ccccc1 (stereo not drawn)
    -2.9	2.6	2.7	-7	6	15	-1.9	3	112	-20	4
CN(CC(=O)Nc1ccc(F)cc1)CC(=O)Nc1ccc(Cl)c(S(=O)(=O)N2CCOCC2)c1
    -0.2	0.9	-3.6	5	8	1	-0.5	-4	93	-20	-324
O=c1oc2ccc(Br)cc2cc1-c1nc2ccccc2o1
    1.7	-0.2	0.2	16	0	-10	-0.3	0	120	4	0
COc1cc(C2CC(=O)Oc3c(C(CCN4CCCC(C)C4)c4ccc(N(C)C)cc4)c(OC)cc(OC)c32)cc(OC)c1OC (stereo not drawn)
    -1.5	1.9	0.7	.	-1	8	-1.5	-1	108	10	0
CCOC(=O)C1CCCN(C(=O)C(=O)Nc2ccc3nc4n(c(=O)c3c2)CCCCC4)C1 (stereo not drawn)
    -0.8	1.0	0.6	0	-15	5	-0.8	-1	94	3	-5
COc1cc(C(=O)NCc2ccncc2)cc(Br)c1OCc1ccccc1
    -1.5	-0.8	2.4	46	-17	8	-1.2	-1	107	21	1
CCCN1CCN(c2ccc([N+](=O)[O-])cc2C#N)CC1
    -2.1	4.7	3.3	-10	562	10	5.3	-1	103	7	-6
Cc1ccccc1OCCOC(=O)c1c(-c2ccccc2)noc1C
    1.8	0.7	3.9	-4	156	-10	-2.6	2	104	-24	14
O=C(/C=C/c1ccccc1)NCCSCc1ccccc1
    -2.4	2.6	1.9	-17	77	12	2.8	-4	98	-4	-4
COc1ccc(NC(=S)NCC2CCCO2)c(C)c1 (stereo not drawn)
    -0.7	4.6	1.8	-15	-5	4	-0.6	-12	119	-1	-10
CCOC(=O)[C@@H]1CSCCS(=O)(=O)N1Cc1ccccc1Br
    -3.8	-0.3	.	-10	.	18	.	-5	99	-2	4
O=C1C(=O)N(CCN2CCOCC2)C(c2ccncc2)/C1=C(/O)c1ccc2c(c1)OCO2 (stereo not drawn)
    -1.7	3.3	-1.9	4	60	10	0.4	-3	103	7	-5
Cn1c(/C=N/n2cnnc2)nc2ccccc21
    -2.2	-0.9	0.2	-1	12	12	-1.8	-3	102	-2	-7
CC1=C(CC/C(C)=N/NC(N)=S)C(C)(C)CCC1
    -3.2	2.1	2.6	.	16	16	-2.0	-5	94	2	-10
O=C1NC(=O)C(Cc2ccccc2)(c2ccccc2)N1 (stereo not drawn)
    -1.3	3.3	.	-5	.	7	.	3	127	8	-7
CC(NC(=S)NC(=O)c1ccccc1Br)c1ccccc1 (stereo not drawn)
    0.3	0.9	3.3	-4	0	-2	0.1	-3	108	-11	-4
O=C(O)c1cccc(Oc2ccc(C(=O)O)c([N+](=O)[O-])c2)c1
    -1.0	1.8	.	.	.	5	.	-6	96	2	3
CN(CC(=O)Nc1cccc(F)c1)C(=O)c1ccc2c(c1)OCCO2
    -1.9	3.2	-1.7	.	9	12	-0.7	-1	103	-11	8
COc1ccc(NC(=O)c2cc(-c3ccccc3)oc2C)cc1
    -0.5	0.8	2.4	3	20	2	-0.1	-7	99	28	-2
CCCCCn1c(=O)c(Cc2ccccc2)c(O)c2ccccc21
    -1.4	0.9	2.6	.	-5	8	1.5	-1	91	15	-2
O=C1c2cc([N+](=O)[O-])ccc2-c2ncccc21
    5.2	3.6	5.2	-32	564	-26	-0.2	-4	110	6	-14
CCS(=O)(=O)c1cc([N+](=O)[O-])c(Sc2ccccc2N)s1
    -2.8	-4.5	-0.3	-26	40	14	3.1	0	103	1	1
c1ccc2c(-c3nn4nnnc4c4ccccc34)cccc2c1
    -2.9	2.4	4.5	.	-17	16	0.8	-22	105	0	14
CCOc1ccc(/C=C2/C(=N)N3OC(C)=CC3=NC2=O)cc1OC
    -0.3	2.1	-0.2	-21	6	3	-0.3	-11	101	-1	-1
O=C1OCCC1Sc1nnc(-c2ccc(Br)cc2)o1 (stereo not drawn)
    -1.9	1.2	2.0	12	-10	8	1.6	-1	105	-4	7
CC(C)Oc1cccc(C(=O)Nc2ccc(NC(=O)c3ccco3)cc2)c1
    -3.2	3.3	3.8	19	-8	13	0.2	-9	.	18	-4
COc1ccccc1/C=C/C(=O)NC(=S)N1CCN(C)CC1
    -1.4	1.4	.	9	5	8	.	4	119	-18	-3
COCc1cc(C)nc(OCC(=O)N/N=C/c2ccc(-c3cc([N+](=O)[O-])ccc3C)o2)c1C#N
    -2.0	0.6	-1.2	-12	0	12	-3.8	-3	109	18	2
O=C(Nc1ccc(Cl)c(Cl)c1)c1ccc(Cn2cc(Cl)cn2)cc1
    4.1	3.4	.	.	.	-26	.	5	88	-5	2
Cc1ccc(C2CC(c3cccs3)=NN2C(=O)CSc2nc(=O)n3ccc(C)cc3n2)cc1 (stereo not drawn)
    -1.6	1.9	-3.3	-21	-3	9	-5.0	-16	101	6	2
CCc1ccc(CNc2ccc3c(c2)ncn3CC)cc1
    -2.3	2.8	-0.3	-15	5	11	0.3	4	100	2	-7
S=C(NCCc1cccc(Cl)c1)NC1CCCCC1
    0.6	0.6	.	-21	2	-3	.	-8	105	-6	23
CCOC(=O)N1CCN(c2nc3c(C)cccn3c(=O)c2C=O)CC1
    -2.8	0.5	0.9	13	-6	14	-0.5	-3	107	4	20

Compound activity: PubChem BioAssay, several laboratories
